TRHR agonist = qHTS for Small Molecule Agonists and Allosteric Enhancers of Human TRH Receptor: Primary Screen for Agonists; Thyrotropin-releasing hormone receptor (Homo sapiens), P34981; TRHR cells, calcium flux fluo-8, FDSS agonist mode; activation, % at 2 µM; hit rate 0.18% among 360,000; AID 493084, 2011; further: 0% is about no effect
Target sequence (P34981 whole entry, looked up): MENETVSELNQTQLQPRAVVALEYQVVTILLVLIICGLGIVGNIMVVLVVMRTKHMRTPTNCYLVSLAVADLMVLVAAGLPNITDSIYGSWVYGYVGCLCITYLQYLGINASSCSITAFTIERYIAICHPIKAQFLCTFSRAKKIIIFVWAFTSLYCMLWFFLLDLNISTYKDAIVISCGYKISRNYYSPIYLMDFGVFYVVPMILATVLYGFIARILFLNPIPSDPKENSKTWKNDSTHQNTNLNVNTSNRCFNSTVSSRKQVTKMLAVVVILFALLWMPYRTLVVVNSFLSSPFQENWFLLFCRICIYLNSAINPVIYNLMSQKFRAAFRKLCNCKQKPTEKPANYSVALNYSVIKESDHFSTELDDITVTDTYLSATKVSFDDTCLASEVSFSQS
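Read-out: compound-evoked intracellular calcium rise in TRHR cells, fluo-8 dye, kinetic FDSS fluorescence at 1 s/cycle following a 10-cycle baseline. Cells cultured overnight before dye loading (30 min–1.5 h, RT).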
D1 antag = Antagonist of Human D 1 Dopamine Receptor: qHTS; activity change, negative = inhibition, % at 10 µM; HEK293 TREx D1 cells, calcium flux, dopamine EC80; active compounds read low; AID 504652, 2011; hit rate 3.2% among 360,000; in the data active means activity change below about -30%; further: on the % scale 0 is the no-effect control and ±100 the full control effect
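HEK293 T-REx cells expressing inducible, force-coupled D1 receptor; no-wash Ca dye, 30–90 min RT. Cmpd → 180 s read at 1 Hz → EC80 DA → 180 s read.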
D2 agonist = HTS Assay for Allosteric Agonists of the Human D2 Dopamine Receptor: Primary Screen for Agonists | D(2) dopamine receptor (Homo sapiens), P14416 | HEK293 T-REx D2 cells, calcium flux agonist mode | activation, % at 2 µM | hit rate 0.53% among 340,000;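 active means activation over 3 SD above normal in the single-dose calcium agonist read, cut at about 30% in these data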; further: 0% is about no effect
Target sequence (P14416 whole entry, looked up): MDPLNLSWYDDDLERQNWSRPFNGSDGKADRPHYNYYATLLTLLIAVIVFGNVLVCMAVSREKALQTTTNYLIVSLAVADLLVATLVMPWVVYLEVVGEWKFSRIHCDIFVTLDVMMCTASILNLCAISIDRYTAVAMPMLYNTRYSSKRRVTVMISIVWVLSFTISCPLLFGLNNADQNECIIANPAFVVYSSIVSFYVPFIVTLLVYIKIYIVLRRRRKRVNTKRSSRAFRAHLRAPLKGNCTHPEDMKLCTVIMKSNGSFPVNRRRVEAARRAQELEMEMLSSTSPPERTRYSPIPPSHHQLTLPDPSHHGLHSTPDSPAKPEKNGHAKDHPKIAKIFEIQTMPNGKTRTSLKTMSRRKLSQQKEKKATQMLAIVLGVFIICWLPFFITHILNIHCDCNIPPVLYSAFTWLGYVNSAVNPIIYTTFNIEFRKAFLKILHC
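Tetracycline-induced HEK293 Trex cells with D2 receptor force-coupled to calcium signaling, plated overnight at 30 C and loaded with no-wash calcium dye. Calcium flux read kinetically for 180 s after compound addition; responses flag agonists.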
D2 antagonist = HTS Assay for Allosteric Antagonists of the Human D2 Dopamine Receptor: Primary Screen for Antagonists; D(2) dopamine receptor (Homo sapiens), P14416; HEK293 TREx D2 cells, calcium flux, dopamine EC80; inhibition, % at 10 µM; hit rate 2% among 340,000; in the data active means inhibition above about 30%; further: 0% is about no effect
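Inhibition of EC80 dopamine-driven calcium flux, recorded kinetically, defines activity here; cells are a tetracycline-induced HEK293 T-REx line expressing force-coupled D2.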
D1 PAM = Potentiators of Human D1 Dopamine Receptor: qHTS. D(1A) dopamine receptor (Homo sapiens), P21728. HEK293 TREx D1 cells, calcium flux, dopamine EC20 potentiation. potentiation, % at 10 µM. hit rate 0.036% among 360,000. AID 504651, 2011; in the data active means potentiation above about 30%; further: 0% is about no effect
TRHR PAM = qHTS for Small Molecule Agonists and Allosteric Enhancers of Human TRH Receptor: Primary Screen for Enhancers | TRHR cells, fluo-8 calcium fluorescence, EC20 TRH enhancement | Thyrotropin-releasing hormone receptor (Homo sapiens), P34981 | enhancement, % at 2 µM | hit rate 0.66% among 360,000 | AID 493056, 2011; in the data active means enhancement above about 30%; further: 0% is about no effect
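TRHR-expressing cells loaded with fluo-8 calcium dye were read kinetically (ex 480/em 530) during compound addition, then stimulated with an EC20 of TRH (10 nM final). Enhancement of the Gq-mediated intracellular calcium response was scored.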
RXFP1 antagonist = qHTS Assay for Antagonists of the Relaxin Receptor RXFP1. hit rate 0.59% among 350,000. HEK293-RXFP1, relaxin-stimulated cAMP HTRF, 30 min; active compounds read low. activity change, negative = inhibition, % at 57.5 µM. AID 1259400, 2018. Relaxin receptor 1 (Homo sapiens), Q9HBX9;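 active means activity change of -60% or lower, but not beyond a set lower limit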; further: on the % scale 0 is the no-effect control and ±100 the full control effect
D1 ag = Allosteric Agonists of the Human D1 Dopamine Receptor: qHTS. HEK293 T-REx D1 cells, calcium flux, agonist mode. activation, % at 2 µM. hit rate 1% among 360,000; further: 0% is about no effect
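Tetracycline-induced HEK293 TREx D1 cells, force-coupled to calcium signalling, were dye-loaded with a no-wash calcium kit. Compound was pin-added after a 10 s baseline. Fluorescence was read kinetically at 1 cycle/s for 180 s, with calcium rises flagged as agonism.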
D2 PAM = HTS Assay for Positive Allosteric Modulators of the Human D2 Dopamine Receptor: Primary Screen for Potentiators; potentiation, % at 10 µM; hit rate 0.34% among 340,000; AID 485347, 2010; HEK293 T-REx D2, calcium flux, EC20 dopamine potentiation; D(2) dopamine receptor (Homo sapiens), P14416;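 active means potentiation over 3 SD above the plate norm, cut at about 30% in these data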; further: 0% is about no effect
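Primary screen. Calcium kinetics in induced HEK293 T-REx D2 cells: compound pre-addition 180 s, EC20 dopamine, 180 s more.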
* hit, by the source's call; . = not tested or not shown; & = joins results of further samples. Unless noted, no stated cut-off is given here; in the data, active means activation above about 30%; inactive means the rest.

1. CC1(C)Cc2nc(N)c(C(=O)NCCO)cc2CO1
2. O=C(Nc1ccc2nc(SCCOc3ccccc3)sc2c1)c1ccc2c(c1)OCO2
3. O=C(Nc1nnc(C(F)(F)F)s1)c1c(F)cccc1F
4. COCCN(C(=O)c1cc(-c2ccncc2)nc2ccccc12)c1c(N)n(CC(C)C)c(=O)[nH]c1=O
5. CCOC(=O)c1c(C)n(-c2ccccc2)c2ccc(OC(=O)c3ccccc3NC(=O)C(C)C)cc12
6. COC(=O)c1ccc(CN2C(=O)NC(c3ccccc3)(c3ccccc3)C2=O)o1

assay / compound	1	2	3	4	5	6
TRHR agonist	0.6	0.3	0.9	0.4	-0.3	-0.2
D1 antag	-6	-2	-8	4	4	-4
D2 agonist	0.4	1.7	0.3	0.6	0.2	-0.9
D2 antagonist	-4	.	13	-39	.	10
D1 PAM	-6	-2	-1	-6	2	8
TRHR PAM	3	2	4	0	2	-2
RXFP1 antagonist	0	.	0	-7	-32	5
D1 ag	8	2	5	2	1	0
D2 PAM	0	8	5	-6	-8	2

7. CN(C)Cc1nc2ccccc2c(=O)n1CC#N
8. O=C(Nc1ccc(S(=O)(=O)N2CCC(c3nc4ccccc4s3)CC2)cc1)c1ccc(F)cc1
9. O=C(CSC1=NCCS1)N1CCN(c2ccc(Cl)cc2)CC1
10. Cc1csc(=O)n1CCC(=O)OCC(=O)Nc1ccc(S(N)(=O)=O)cc1
11. Cc1cc(C)cc(NC(=O)Nc2ccc3c(c2)N(C)C(=O)CS3)c1
12. CCC(Oc1ccccc1)C(=O)Nc1nnc(S(=O)(=O)Nc2ccccc2)s1 (stereo not drawn)

assay / compound	7	8	9	10	11	12
TRHR agonist	-4.3	0.3	0.4	-0.7	-0.6	-0.5&-0.2
D1 antag	-9	5	-12	14	-27	6&-2
D2 agonist	-0.1	.	-0.5	-0.8	0.6	0.7&0.3
D2 antagonist	-2	.	10	54*	-22	23
D1 PAM	0	0	-8	11	.	7&-3
TRHR PAM	-5	7	0	3	-5	5&0
RXFP1 antagonist	-2	-2	-1	5	.	-1
D1 ag	5	-1	12	2	14	5&0
D2 PAM	1	5	-1	2	-5	-9&3

13. CC(/C=C1\SC(=S)N(CCCC(=O)Nc2ccc(C(=O)O)c(O)c2)C1=O)=C\c1ccccc1
14. CCc1ccc(-n2nc(C)c3c(C)cc(=O)n(CC(=O)NCc4ccc(C)cc4)c32)cc1
15. COc1ccc(C)cc1NC(=O)C(Sc1nnc(Nc2ccccc2F)s1)c1ccccc1 (stereo not drawn)
16. COc1ccc(C=Nc2cccc3ncccc23)cc1
17. O=C(Nc1nc2ccccc2s1)c1ccc2c(c1)S(=O)(=O)c1ccccc1C2=O
18. Cc1cccc(NC(=O)CN2CCCCCC2)c1

assay / compound	13	14	15	16	17	18
TRHR agonist	-0.8	0.5	0.3	0.5	0.8	-0.5
D1 antag	9	0	-1	-8	6	-14
D2 agonist	-0.6	-0.7	0.5	-0.1	-0.5	0.7
D2 antagonist	-6	.	-2	-8	-2	6
D1 PAM	-6	-4	0	-11	-4	-5
TRHR PAM	7	3	-2	1	0	-4
RXFP1 antagonist	.	.	-4	-5	.	-8
D1 ag	20	1	1	3	0	6
D2 PAM	-1	-16	6	11	1	-9

From entry 17 to 18, as listed above:
17. O=C(Nc1nc2ccccc2s1)c1ccc2c(c1)S(=O)(=O)c1ccccc1C2=O
18. Cc1cccc(NC(=O)CN2CCCCCC2)c1

assay / compound	17	18
TRHR agonist	0.8	-0.5
D1 antag	6	-14
D2 agonist	-0.5	0.7
D2 antagonist	-2	6
D1 PAM	-4	-5
TRHR PAM	0	-4
RXFP1 antagonist	.	-8
D1 ag	0	6
D2 PAM	1	-9

Next results follow:
19. Cc1ccc(S(=O)(=O)NC(=O)Nn2c(C)nnc2C)cc1
20. CCCCOc1ccc(-c2cc3c(=O)n(CC(=O)Nc4ccc(Cl)cc4Cl)ccn3n2)cc1
21. O=C(O)c1ccc(Cl)c(S(=O)(=O)Nc2ccc3[nH]c(=O)[nH]c3c2)c1
22. COc1ccc(N2CCN(C(=O)c3cccc(NC4=NC5CS(=O)(=O)CC5S4)c3)CC2)cc1 (stereo not drawn)
23. O=C1[C@H]2[C@@H](c3ccc(F)cc3)N3C(=O)N(c4cccc(Cl)c4)C(=O)[C@@]3(Cc3ccccc3)[C@H]2C(=O)N1C1CCCCC1
24. CCCOC(=O)Nc1nnc(CCC)s1

assay / compound	19	20	21	22	23	24
TRHR agonist	0.4	-1.9	0.6	0.5	0.5	0.3
D1 antag	-4	9	-23	2	-7	-5
D2 agonist	1.3	-0.6	0.7	0.2	2.3	1.2
D2 antagonist	15	.	18	2	-3	44*
D1 PAM	0	2	1	-4	-1	5
TRHR PAM	5	13	-1	-11	-1	-7
RXFP1 antagonist	-4	.	8	5	.	-4
D1 ag	3	1	2	4	3	-3
D2 PAM	-8	-14	7	2	10	-15

As entered above.
For TRHR PAM, CCCCOc1ccc(-c2cc3c(=O)n(CC(=O)Nc4ccc(Cl)cc4Cl)ccn3n2)cc1 is entered as 13
For D2 agonist, Cc1ccc(S(=O)(=O)NC(=O)Nn2c(C)nnc2C)cc1 is entered as 1.3
For D1 ag, O=C(O)c1ccc(Cl)c(S(=O)(=O)Nc2ccc3[nH]c(=O)[nH]c3c2)c1 is entered as 2
For TRHR PAM, O=C1[C@H]2[C@@H](c3ccc(F)cc3)N3C(=O)N(c4cccc(Cl)c4)C(=O)[C@@]3(Cc3ccccc3)[C@H]2C(=O)N1C1CCCCC1 is entered as -1

(continued)
25. Cc1ccc(CS(=O)(=O)c2ccccc2-c2nnc(-c3ccc(Cl)cc3)o2)cc1
26. O=C(CCN1CCCCCC1)Nc1cccc(F)c1
27. O=C(Nc1cccn(Cc2ccccc2)c1=O)NC1CCCCC1
28. CCC1CCCCN1CCCNC(=O)Cn1nc(-c2ccc(C)cc2)ccc1=O (stereo not drawn)
29. CC(C)(C)C1CCCCC1NC(=O)c1ccncc1 (stereo not drawn)
30. COC(=O)C(/C=N/O)NC(=O)c1ccccc1 (stereo not drawn)

assay / compound	25	26	27	28	29	30
TRHR agonist	0.7	0.5	-0.1	-0.4	-0.6	0.2
D1 antag	-39*	-2	4	-11	5	-4
D2 agonist	0.5	0.5	0.2	-0.2	-0.2	2.0
D2 antagonist	-1	-7	5	22	4	4
D1 PAM	-6	-7	-8	-7	1	0
TRHR PAM	-3	-1	-7	19	0	-5
RXFP1 antagonist	2	-2	18	1	-21	-19
D1 ag	15	3	3	1	3	1
D2 PAM	1	-20	-14	0	2	-2

31. COc1ccc(S(=O)(=O)N2CCN(CC(=O)NC3CC3)CC2)cc1
32. O=C(CSc1nc(-c2cccs2)cc(C(F)(F)F)n1)Nc1cc(OCC(F)(F)F)cc([N+](=O)[O-])c1
33. Nc1nonc1-n1nncc1-c1ccccc1
34. COc1cc(/C=N/OCC(=O)NC2CCCCC2C)ccc1OCc1ccc(Cl)cc1 (stereo not drawn)
35. Oc1c(Cl)cc(Cl)cc1C=Nc1cc(C(F)(F)F)ccc1N1CCc2ccccc2C1
36. CCn1c(=O)c2sccc2n2c(CCC(=O)Nc3ccc(C(C)C)cc3)nnc12

assay / compound	31	32	33	34	35	36
TRHR agonist	0.1	0.4	0.0	-0.4	4.7	-1.6
D1 antag	8	-10	-16	-9	-1	-16
D2 agonist	.	0.5	1.1	1.3	-2.0	-0.4
D2 antagonist	.	4	-3	1	15	.
D1 PAM	-3	-11	-1	4	1	-1
TRHR PAM	-3	9	2	1	8	-5
RXFP1 antagonist	-4	13	2	-11	3	.
D1 ag	2	5	1	6	0	-1
D2 PAM	.	0	-1	-2	-13	14

37. O=C(CSc1ncn[nH]1)N1CCN(c2nnc(-c3ccccc3)c3ccccc23)CC1
38. Cc1ccc(C(=O)N/C(=C/c2cn(-c3ccccc3)nc2-c2ccccc2)C(=O)O)cc1
39. Cc1cc(C)cc(N(CC(=O)NC2CCCCC2)C(=O)CCC(=O)Nc2cc(C)ccn2)c1
40. COc1ccc(Cl)cc1NC(=O)CNCC(c1ccccc1)N(C)C (stereo not drawn)
41. CC(C)c1ccc(NC(=O)C2C3C=CC4(O3)C2C(=O)N(CCCN2CCCCC2)C4C(=O)NC2CCCCC2)cc1 (stereo not drawn)
42. COc1ccc(CNS(=O)(=O)c2ccc3c(c2)N(C)CCO3)cc1

assay / compound	37	38	39	40	41	42
TRHR agonist	0.2	0.0	-0.2	0.3	0.2	-0.9
D1 antag	-29	-10	-8	8	-20	-18
D2 agonist	-0.3	0.6	0.5	-0.2	0.6	-0.7
D2 antagonist	-18	7	10	14	2	-2
D1 PAM	0	1	-5	-4	-13	1
TRHR PAM	5	-2	0	-1	17	-2
RXFP1 antagonist	-1	-18	0	-11	4	-6
D1 ag	1	-1	3	9	3	4
D2 PAM	5	-18	-3	-19	-15	2

43. COc1ccc(-c2nc(SC)n(C)c(=O)c2C#N)cc1OC
44. CC(C)(C)c1ccc(C(=O)Nc2c(C(=O)c3ccc(F)cc3)oc3ccccc23)cc1
45. C/C(=N\NC(=O)c1ccc(Br)cc1)C1C(=O)c2ccccc2C1=O
46. O=C(N[C@@H](Cc1ccccc1)C(=O)OCc1ccccc1)c1nc[nH]c1C(=O)NCc1ccccc1
47. Cn1nc(C(=O)NCCCN2CCCCC2)c2c1-c1ccccc1SC2
48. O=Cc1coc2ccc3ccccc3c2c1=O

assay / compound	43	44	45	46	47	48
TRHR agonist	-1.1	0.0	0.4	0.5	1.7	0.1
D1 antag	-2	1	-2	4	-30*	-4
D2 agonist	0.0	0.6	2.6	0.4	1.1	1.0
D2 antagonist	-5	.	-2	-13	-1	-4
D1 PAM	1	-2	-8	-1	-5	1
TRHR PAM	5	8	2	0	-11	1
RXFP1 antagonist	2	.	25	.	7	-30
D1 ag	0	1	6	5	5	6
D2 PAM	7	-6	-4	-2	-14	6

49. Cc1ccc2nc(Nc3nc(CSc4nc5ccccc5s4)cc(=O)[nH]3)nc(C)c2c1
50. COc1ccc([C@H]2CC(=O)C=C(c3ccc(Cl)c(C(F)(F)F)c3)C2)cc1
51. Cc1c(C(=O)NC2CC2)oc2ccccc12
52. COc1ccc(S(=O)(=O)N2CCOCC2)cc1NC(=O)/C=C/c1ccc(F)cc1

assay / compound	49	50	51	52
TRHR agonist	-0.1	0.1	0.6	-1.2
D1 antag	13	.	12	-24
D2 agonist	-0.2	-1.0	-0.1	0.2
D2 antagonist	0	-7	-20	-2
D1 PAM	5	1	-1	0
TRHR PAM	-5	2	6	-5
RXFP1 antagonist	-1	.	1	-12
D1 ag	1	5	2	1
D2 PAM	7	-14	13	15

Compound activity from PubChem.
